# High-throughput results: PubChem, several laboratories
# IEC-6 tox: IEC-6 cytotoxicity, counter-screen for KLF5 inhibitors. inhibition, % at 5 µM. luminescence viability. hit rate 0.78% among 290,000. AID 1825; in the data active means inhibition above about 22%;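 further: 0% = plate median of test compound wells and 100% = cytotoxic reference compound wells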
# HSF1 inhib: HSF1 inhibition; activity change, negative = inhibition, % at 7.5 µM (by protocol); hit rate 0.77% among 300,000; NIH3T3-HGL HSE-luciferase, MG132-induced, luminescence 8 h; stronger effect = lower value;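 active means more than half of replicate wells show activity change below -50%, luminescence cut by over half; inconclusive means some wells, but at most half, below -50%; inactive means no replicate well below -50%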;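 further: luciferase reports HSF-1 transcriptional activity via heat shock element; 0% = median of DMSO wells and -100% = zero luminescence signal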
# KLF5 inhibitor: inhibitors of KLF5 expression; hit rate 0.23% among 290,000; inhibition, % at 5 µM; DLD-1 KLF5 promoter-luciferase reporter, luminescence; AID 1700;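 active means inhibition above a per-plate limit of that plate's mean compound inhibition plus 3 SD, cut at about 60% in these data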;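 further: 0% = DMSO wells and 100% = LY294002 at 200 µM; higher means less KLF5 promoter-driven luciferase light; inactives centre near -14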
# AI-2 QS modul: Vibrio harveyi AI-2 quorum sensing modulation. Vibrio harveyi JMH597 AI-2 luminescence/OD600 ratio, 9 h; stronger effect = lower value; strain lacks LuxN and CqsS sensors; 0 = neutral-control median. activity change, % at 7.5 µM. hit rate 0.4% among 300,000; in the data active means activity change below about -75%, passing the limit was not always enough; inconclusive means no clear call, values can overlap the other calls;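 further: luminescence divided by OD600 gain over 9 h not by final OD600 alone; inactives centre near 13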
# HSP90 refold inh: blocks HSP90-mediated luciferase refolding in reticulocyte lysate; Rabbit reticulocyte lysate, luciferase refolding luminescence, 3 h; hit rate 0.91% among 290,000; AID 1789; inhibition, % at 5.6 µM;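 active means inhibition above the screen-wide mean plus 3 SD, computed separately per campaign, cut at about 16% in these data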;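 further: 0% = DMSO wells and 100% = 60 µM geldanamycin wells; inhibitors lower the luminescence because luciferase stays unfolded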
# PolyA inh: yeast polyadenylation inhibition | AID 1875 | calls only at 12 µM | S. cerevisiae SKY197-pL101 polyadenylation reporter, beta-gal luminescence; efflux-impaired pdr1/pdr3 knockout yeast; score 100 = 6 SD above DMSO | hit rate 0.02% among 300,000;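 active means lowest replicate activity score at least 50, where 100 means six control SD above control mean; inconclusive means lowest score under 50 but half or more replicates reach 50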;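 further: yeast exposed to compound for 9 h at 30 °C; higher score means more reporter readthrough which indicates perturbed polyadenylation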
# GSK3B inh: blocks human GSK3beta kinase activity; hit rate 0.038% among 300,000; AID 2097; GST-GSK3beta kinase, ADP-Glo luminescence, 60 min; stronger effect = lower value; P49841; activity score (negative = inhibition), % at 10 µM;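 active means more than half of replicate wells score below -50%, meaning over 50% inhibition versus plate controls; inconclusive means some replicates but at most half score below -50%; inactive means no replicate scores below -50%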;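 further: 0% = median DMSO wells and -100% = median GW8510 positive control wells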
# Target sequence (P49841 whole entry, looked up): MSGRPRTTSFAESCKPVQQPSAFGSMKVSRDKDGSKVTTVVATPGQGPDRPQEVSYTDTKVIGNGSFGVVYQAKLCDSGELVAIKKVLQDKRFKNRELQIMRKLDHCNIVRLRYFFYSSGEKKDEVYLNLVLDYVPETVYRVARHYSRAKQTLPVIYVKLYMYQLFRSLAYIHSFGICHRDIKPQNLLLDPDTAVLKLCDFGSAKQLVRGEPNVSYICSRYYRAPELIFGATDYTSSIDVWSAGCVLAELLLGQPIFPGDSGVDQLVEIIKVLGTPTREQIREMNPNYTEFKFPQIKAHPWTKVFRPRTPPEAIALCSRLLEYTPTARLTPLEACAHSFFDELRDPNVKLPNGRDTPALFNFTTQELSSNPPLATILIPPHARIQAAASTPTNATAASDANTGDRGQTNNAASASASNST
#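 Test system: GST-tagged human GSK3beta kinase, cell-free; evaluation: activity score scaled between in-plate DMSO and GW8510 controls; measured by: ADP-Glo luminescence; incubation: 60 min reaction, RT; benchmarks: DMSO and 20 µM GW8510; reagent: peptide substrate plus 25 µM ATP (final); medium: Tris/MgCl2 kinase buffer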
# aSyn UTR inh: 5' untranslated region of α-synuclein, MLPCN primary screen. alpha-synuclein 5'UTR reporter, inhibitor activity. inhibition, % (tested at 7.5 µM). hit rate 0.82% among 300,000. AID 1813; in the data active means inhibition above about 60%; inconclusive means no clear call, values can overlap the other calls;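 further: H4 neuroglioblastoma cells stably carrying SNCA 5'UTR luciferase fusion; 0% = DMSO wells and 100% = positive control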
# HSF1 activator: increases HSF-1 driven luciferase reporter signal; NIH3T3-HGL HSF-1 luciferase reporter, MG132, 8 h; 100% = twice DMSO control signal; activation, % at 9 µM; hit rate 1.7% among 300,000;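 active means mean replicate activation of at least 50% with a set share of replicates each reaching 50%; inconclusive means only one of those two conditions met; inactive means mean below 50% and too few replicates reaching it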;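 further: 0% = median of the neutral control wells and 100% = twice that signal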
# GSK3A inh: inhibitors of human GSK-3 alpha kinase | P49840 | ADP-Glo luminescence, 60 min | inhibition, % at 10 µM | hit rate 0.1% among 320,000;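 in the data active means inhibition above about 50%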;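 further: GST-tagged GSK-3 alpha with peptide substrate and 25 µM ATP; 0% = DMSO neutral wells and 100% = GW8510 positive control wells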
# Target sequence (P49840 whole entry, looked up): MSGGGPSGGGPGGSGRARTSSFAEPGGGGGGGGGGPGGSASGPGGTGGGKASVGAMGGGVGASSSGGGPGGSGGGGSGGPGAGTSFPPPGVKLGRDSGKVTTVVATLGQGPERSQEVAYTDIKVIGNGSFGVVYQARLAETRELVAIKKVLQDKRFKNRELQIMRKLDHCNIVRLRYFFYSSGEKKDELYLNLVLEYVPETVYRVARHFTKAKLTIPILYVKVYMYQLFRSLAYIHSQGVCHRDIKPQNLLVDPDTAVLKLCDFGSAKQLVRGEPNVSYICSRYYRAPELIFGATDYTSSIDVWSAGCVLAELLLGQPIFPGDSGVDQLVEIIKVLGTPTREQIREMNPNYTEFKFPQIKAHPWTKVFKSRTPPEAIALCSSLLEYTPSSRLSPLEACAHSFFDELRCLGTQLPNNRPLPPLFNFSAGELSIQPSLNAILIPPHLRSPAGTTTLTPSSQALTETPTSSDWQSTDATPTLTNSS
# Numbers without * were called inactive; i = inactive; ? = inconclusive; . = not tested or not shown. An excerpt; count on the stated rates, not on these rows.
SMILES,IEC-6 tox,HSF1 inhib,KLF5 inhibitor,AI-2 QS modul,HSP90 refold inh,PolyA inh,GSK3B inh,aSyn UTR inh,HSF1 activator,GSK3A inh
CCCCSc1nc(C(=O)O)cc(=O)[nH]1,-11,-7,-26,-5,-2,i,4,-16,-11,-1
COc1cc(N=Nc2ccccc2C(=O)O)ccc1O,-2,0,-13,36,3,i,0,-9,12,1
CCc1cc2cc(OC)ccc2nc1SCC(=O)Nc1cc(OC)c(OC)cc1C(=O)O,-1,-3,-11,20,0,i,5,-1,1,-16
O=C(NCCCn1ccnc1)c1cc(Cl)cc(Cl)c1,9,0,4,3,-3,i,4,13,20,2
COc1ccc(-c2nc3c([nH]2)c(=O)n(C)c(=O)n3C)c(OC)c1,5,-4,-6,28,4,i,2,-61,-13,-3
Cc1cccc(NC(=O)CSCC(=O)N(C)Cc2c(F)cccc2Cl)c1,.,5,.,7,.,i,4,2,-6,-5
COc1ccc(C(=O)Nc2ccc(Nc3ccccc3)cc2)cc1[N+](=O)[O-],3,6,-16,-21,-3,i,0,-30,10,-1
Cc1c(NC(=O)CCC2CCCCC2)cc(C(=O)N2CCOCC2)cc1[N+](=O)[O-],-1,3,-6,9,-2,i,2,50,2,-1
Cc1c(OC(C(=O)O)c2ccccc2)ccc2c(-c3ccccc3)cc(=O)oc12 (stereo unspecified),-3,-6,7,31,3,i,3,17,-19,-5
Cc1ccc(NC(=S)N(CCN(C)C)C(C)c2ccco2)cc1Cl (stereo unspecified),-3,-2,-42,3,-4,i,-1,-4,5,1
COC(=O)c1cc(S(=O)(=O)Nc2ccc(C)c(F)c2)c[nH]1,2,6,-10,6,-2,i,4,-1,7,-2
CC(=O)Oc1ccc(-c2nc3c(C)cccc3c(=O)o2)cc1,-7,-7,9,15,-4,i,-5,19,-4,1
CC(C)Oc1ccc(CCNC(=O)CC2C(=O)NCCN2C)cc1 (stereo unspecified),-2,-10,13,4,2,i,-2,-3,-9,0
Cc1ccc(C(=O)Oc2ccc(/C=C3\C(=N)N4N=C(N5CCOCC5)SC4=NC3=O)cc2)cc1,-1,23,-22,11,-1,i,-1,-62,42,0
Cc1nnc(SCC(=O)NC2CC2)s1,12,1,-11,7,2,i,-2,-6,20,-1
O=C(/C=C/c1cccc([N+](=O)[O-])c1)n1cnc2ccccc21,2,207,-15,40,-4,i,5,-41,231*,.
O=C(CSc1nnc(CNC(=O)c2ccc(F)cc2)o1)NCc1ccccc1Cl,-2,0,-15,27,3,i,3,16,0,0
CCOC(=O)c1nn(-c2ccc(F)cc2)c(=O)cc1OCC(=O)Nc1cccc(C)c1,.,-3,.,11,.,i,2,0,-4,.
CC(=O)C(Cc1cnc(Cl)s1)(Cc1cnc(Cl)s1)C(C)=O,-1,-1,-1,4,0,i,0,-4,1,3
CCc1cc2c(=O)n(-c3ccc(Br)cc3)cnc2s1,0,21,-54,17,-3,i,0,-160,30,1
Cc1cccc(NC(=O)CN(C)S(=O)(=O)c2cccc3nsnc23)c1C,1,-8,-8,21,1,i,-2,7,-16,11
Nc1cc(N)nc(SCC(=O)N2CCN(S(=O)(=O)c3ccccc3)CC2)n1,4,7,-27,17,1,.,0,7,-12,-1
Cc1ccc(CNC(=O)C2CCC(CNc3c(N4CCOCC4)c(=O)c3=O)CC2)cc1 (stereo unspecified),3,1,-13,14,-1,i,-2,-6,-6,-1
COc1ccc(OCC(=O)Nc2nnc(-c3ccco3)s2)cc1,-7,0,16,16,4,i,-2,-52,3,-11
O=C(O)C1Nc2ccc(C(F)(F)F)cc2C2OCCC12 (stereo unspecified),.,0,.,9,.,i,1,-22,-5,-5
C/C(=N\NS(=O)(=O)c1ccc([N+](=O)[O-])cc1)c1c[nH]c2ccccc12,0,-7,-11,23,-2,i,2,11,-3,-2
CC1CCN(Cc2nnnn2CCCC(=O)NCCN2CCOCC2)CC1,4,-10,11,-3,2,i,0,11,28,-2
Cc1cccc(OCCOCCSc2ncccn2)c1,-1,-5,-20,-22,2,i,2,-24,-23,-2
Cc1onc(-c2ccccc2Cl)c1C(=O)Nc1cc(=O)n(C)c(=O)n1C,3,1,-2,5,-3,i,3,-10,-11,0
Cc1ccc(NC(=O)c2cccc3c2-c2ccccc2C3=O)cc1C,0,3,-25,-5,-1,i,0,-9,17,1

# Some of these compounds in order of their number in HSP90 refold inh, descending.
Structure	HSF1 inhib	KLF5 inhibitor	AI-2 QS modul	HSP90 refold inh	PolyA inh	GSK3B inh	aSyn UTR inh	HSF1 activator	GSK3A inh
Nc1cc(N)nc(SCC(=O)N2CCN(S(=O)(=O)c3ccccc3)CC2)n1	7	-27	17	1	.	0	7	-12	-1
Cc1ccc(NC(=O)c2cccc3c2-c2ccccc2C3=O)cc1C	3	-25	-5	-1	i	0	-9	17	1
O=C(/C=C/c1cccc([N+](=O)[O-])c1)n1cnc2ccccc21	207	-15	40	-4	i	5	-41	231*	.

# New compounds follow:
SMILES,IEC-6 tox,HSF1 inhib,KLF5 inhibitor,AI-2 QS modul,HSP90 refold inh,PolyA inh,GSK3B inh,aSyn UTR inh,HSF1 activator,GSK3A inh
COC(=O)c1ccc(CSc2cc(C)c3cc(C)cc(C)c3n2)o1,-5,6,-11,31,-2,i,-1,2,14,-1
COc1ccc(-c2nnc(SCC(=O)N3CCCC(C)C3)o2)c(OC)c1 (stereo unspecified),4,2,29,16,0,i,-2,17,-6,3
O=C(CSc1nccn1Cc1ccco1)Nc1ccccc1C(F)(F)F,1,7,-34,7,-4,i,-1,-46,0,0
COc1ccc([N+](=O)[O-])cc1NC(=O)Nc1ccc(OC)c(OC)c1,6,2,-16,25,3,i,1,-16,13,-2
CC(C)n1c(N2CCN(C(=O)N3CCCCC3)CC2)nc2ccccc21,3,-4,-25,11,4,i,11,6,-1,1
O=c1c2ccccc2nc(CSc2nnnn2-c2ccccc2)n1-c1cccc(C(F)(F)F)c1,2,0,-8,4,3,i,-1,17,-19,-1
O=S(=O)(c1ccccc1)c1nnn2c1nc(NC1CCN(Cc3ccccc3)CC1)c1ccccc12,0,-5,-33,.,1,i,2,23,10,-1
CO/N=C(\C(=O)N[C@@H]1C(=O)N2C(C(=O)O)=C(COC(N)=O)CS[C@H]12)c1ccco1,1,18,-10,1,7,i,3,-13,48,1
Cc1nn(-c2ccccc2)c(Cl)c1CN(C(=O)CCl)c1ccc(Cl)cc1,6,-86*,-6,8,0,i,0,-37,-85,-2
CCOC(=O)N=Nc1c2ccccc2c2nc3no[nH]c3nc12,100*,-95*,1,16,6,i,1,119*,-95,.
C=CCn1c(SCC(=O)Nc2ccc3c(c2)OCO3)nnc1-c1cc(Br)ccc1O,-2,1,14,50,0,i,3,9,7,1
Cc1c(NC(=O)Nc2ccccc2Cl)sc(=S)n1C,2,-3,-14,19,-1,i,0,4,4,-1
CN1CCN(S(=O)(=O)c2ccc(NC(=O)c3csc4ccccc34)cc2)CC1,0,13,-92,1,2,i,-4,-25,11,-1
Cc1nn(C)cc1CN(C)C(=O)CCc1nnc(CCC2CCCCC2)o1,0,.,-13,19,-2,i,1,-28,.,-3
Cc1cc(=O)cc(C)n1-c1ccc(O)cc1,4,-7,-12,10,0,i,-2,18,-1,2
CC(C)c1ccc(S(=O)(=O)c2cn(Cc3ccc(F)cc3)c3cc4c(cc3c2=O)OCO4)cc1,1,-16,-5,16,2,i,3,16,-31,-2
CC(=O)Nc1ccccc1NC(=O)C/C(C)=N/NC(=O)c1ccncc1,-1,-4,-3,-1,5,i,-2,6,-8,5
O=C1Nc2ccc([N+](=O)[O-])cc2OC1CCN1CCN(Cc2ccccc2)CC1 (stereo unspecified),-1,2,21,34,2,i,1,-12,-8,-5
COc1cccc(S(=O)(=O)NCC(=O)N2CCCC2)c1,-7,-6,-25,9,-5,i,-1,2,0,-3
O=C1NC(Cc2ccccc2)C(=O)N1Cc1cc([N+](=O)[O-])cc2c1OCOC2 (stereo unspecified),-1,0,-23,3,3,i,1,-22,6,0
O=C(NNC(=O)c1cc(OCC(F)(F)F)ccc1OCC(F)(F)F)c1ccc(Cl)c(Cl)c1,-4,-6,6,-3,-3,i,3,38,-18,-2
Cc1cccc(NC(=O)CN2C(=S)NC(C)(C)CC2C)c1C (stereo unspecified),3,-1,4,9,0,i,4,16,7,-1
COC(C[C@@H]1O[C@H]1[C@@H](O)COCc1ccccc1)OC,.,-5,.,8,.,i,1,14,2,.
COCCNC(=O)c1csc(Nc2cccc3ccccc23)n1,1,-2,9,0,-1,i,3,20,-3,-1
CCCCCOc1ccccc1C(=O)NCC(=O)O,8,-8,-3,3,4,i,0,20,-2,-12
COc1ccc(C(=O)NNC(=S)NC(=O)c2ccc(Cl)cc2)cc1,.,3,.,-72,.,i,1,11,6,0
COC(=O)/C(=C\Nc1ccc(Cl)cc1Cl)NC(=O)c1ccccc1,4,4,-21,14,2,i,0,-11,19,0
CS(=O)(=O)N(CC(=O)NCCSCc1cccc(Cl)c1)c1ccccc1F,-3,-3,-19,30,2,i,2,-4,16,3
Cc1ccc2cccc(OCc3ccc(F)cc3)c2n1,-3,3,-56,14,2,i,-1,23,7,-2
Cc1ccc(NC(=O)c2cccs2)cc1NC(=O)c1cccnc1,1,-15,-19,17,-1,i,-5,8,-14,-1
CCCCC(=O)N1CCN(c2nc3ccc(F)cc3s2)CC1,4,20,-125,8,8,i,-3,-23,?,-7
COc1ccc(Cl)cc1NC(=O)c1sc2nc(C)nc(N3CCOCC3)c2c1C,3,6,-7,5,-1,i,0,36,-6,-2
NC(=NC(=O)c1ccccc1)N1N=CCC1c1ccccc1 (stereo unspecified),0,9,-6,16,-4,i,1,-26,5,-4
COc1ccc(Cl)cc1C(=O)Nc1ccc(Br)c(C)n1,-4,7,-44,7,-3,i,0,-78,18,-1
CCCCNC(=O)c1c[nH]c2ccc(S(=O)(=O)Nc3ccc(OCC)cc3)cc2c1=O,-14,5,0,6,0,i,1,-27,6,-1
Cc1cccc(NC(=O)NNC(=O)COc2ccc3ccccc3c2)c1,-2,0,19,14,-1,i,5,-13,-5,-5
COCCNC(=O)C1CCC(=O)N1S(=O)(=O)c1ccc(C)cc1 (stereo unspecified),-7,-1,-20,12,-4,i,3,-2,-1,-5
O=C(O)C1C2C=CC(C2)C1C(=O)N1CCOCC1 (stereo unspecified),-5,-3,-32,12,0,i,2,-10,-18,-4
COc1ccc(S(=O)(=O)N2CCN3CCCC3C2)cc1 (stereo unspecified),0,1,-3,0,6,i,-1,-10,19,-1
COc1ccccc1CN1CCN(Cc2cc(OC)c(OC)cc2OC)CC1,2,-6,6,8,0,i,0,1,8,-2
Cc1cc(NC(=O)CN2CCCC(C)C2)n(-c2nc3ccccc3s2)n1 (stereo unspecified),1,-3,-13,5,6,i,5,28,-19,.
